Screening data from PubChem BioAssay.
TWEAK-Fn14 inh: blocks TWEAK-Fn14 interaction in a reporter cell assay | 360,000 compounds, 2% hits | AID 1159606 | inhibition, % at 10 µM | TWEAK-stimulated Fn14 reporter cells, luciferase luminescence, 8 h; in the data active = inhibition above about 50%
TROY signal inh: TROY signaling inhibition; Q293 LMP1-TROYcd NF-kB luciferase reporter, 4 h; inhibition, % at 10 µM; 360,000 compounds, 0.98% hits;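 active = compounds whose plate-normalised and pattern-corrected inhibition of the luciferase reporter signal at the single screening dose is 50% or more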
EBV LMP1 NFkB: Epstein-Barr LMP1 NF-kappaB reporter inhibition. 350,000 compounds, 0.69% hits. LMP1-induced NF-kappaB luciferase reporter cells, luminescence. inhibition, % at 12.5 µM; in the data active = inhibition above about 41%;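 note: 0% = neutral control wells and 100% = reference inhibitor control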
CF NFkB inh: cystic fibrosis NF-kB activation inhibition | KKLEB NF-kB-GFP reporter, PAF-induced, GFP fluorescence overnight | inhibition, % at 5 µM | AID 588850 | 360,000 compounds, 0.86% hits;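 active = at least 50% inhibition at 5 µM, scaled per plate between neutral and stimulator controls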;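 note: PAF is a Pseudomonas aeruginosa culture filtrate used as stimulus; plate controls were PAF-stimulated DMSO wells for no effect and unstimulated DMSO wells for full effect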
SRC1 inh: inhibits human SRC1 coactivator; inhibition, % at 3.6 µM; Q15788; 360,000 compounds, 0.12% hits; HEK293 GAL4-SRC1 luciferase reporter, luminescence;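 active = inhibition above the campaign mean plus 3 SD, with each screening campaign given its own cutoff, cut at about 60% in these data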;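 note: 0% = DMSO treated cells and 100% = gossypol at 36 µM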
SRC3 inh: inhibits human SRC3 coactivator | inhibition, % at 3.6 µM | 360,000 compounds, 0.17% hits | AID 588352 | Q9Y6Q9 | HEK293 GAL4-SRC3 luciferase reporter, luminescence;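 active = inhibition above a per-campaign cutoff, the mean of all compounds plus 3 SD, cut at about 60% in these data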;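 note: 0% = DMSO-treated cells and 100% = gossypol-treated cells at 36 µM; higher means less SRC3-driven luciferase light from the GAL4 reporter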
Target sequence (Q9Y6Q9 whole entry, looked up, the tested form may be a part): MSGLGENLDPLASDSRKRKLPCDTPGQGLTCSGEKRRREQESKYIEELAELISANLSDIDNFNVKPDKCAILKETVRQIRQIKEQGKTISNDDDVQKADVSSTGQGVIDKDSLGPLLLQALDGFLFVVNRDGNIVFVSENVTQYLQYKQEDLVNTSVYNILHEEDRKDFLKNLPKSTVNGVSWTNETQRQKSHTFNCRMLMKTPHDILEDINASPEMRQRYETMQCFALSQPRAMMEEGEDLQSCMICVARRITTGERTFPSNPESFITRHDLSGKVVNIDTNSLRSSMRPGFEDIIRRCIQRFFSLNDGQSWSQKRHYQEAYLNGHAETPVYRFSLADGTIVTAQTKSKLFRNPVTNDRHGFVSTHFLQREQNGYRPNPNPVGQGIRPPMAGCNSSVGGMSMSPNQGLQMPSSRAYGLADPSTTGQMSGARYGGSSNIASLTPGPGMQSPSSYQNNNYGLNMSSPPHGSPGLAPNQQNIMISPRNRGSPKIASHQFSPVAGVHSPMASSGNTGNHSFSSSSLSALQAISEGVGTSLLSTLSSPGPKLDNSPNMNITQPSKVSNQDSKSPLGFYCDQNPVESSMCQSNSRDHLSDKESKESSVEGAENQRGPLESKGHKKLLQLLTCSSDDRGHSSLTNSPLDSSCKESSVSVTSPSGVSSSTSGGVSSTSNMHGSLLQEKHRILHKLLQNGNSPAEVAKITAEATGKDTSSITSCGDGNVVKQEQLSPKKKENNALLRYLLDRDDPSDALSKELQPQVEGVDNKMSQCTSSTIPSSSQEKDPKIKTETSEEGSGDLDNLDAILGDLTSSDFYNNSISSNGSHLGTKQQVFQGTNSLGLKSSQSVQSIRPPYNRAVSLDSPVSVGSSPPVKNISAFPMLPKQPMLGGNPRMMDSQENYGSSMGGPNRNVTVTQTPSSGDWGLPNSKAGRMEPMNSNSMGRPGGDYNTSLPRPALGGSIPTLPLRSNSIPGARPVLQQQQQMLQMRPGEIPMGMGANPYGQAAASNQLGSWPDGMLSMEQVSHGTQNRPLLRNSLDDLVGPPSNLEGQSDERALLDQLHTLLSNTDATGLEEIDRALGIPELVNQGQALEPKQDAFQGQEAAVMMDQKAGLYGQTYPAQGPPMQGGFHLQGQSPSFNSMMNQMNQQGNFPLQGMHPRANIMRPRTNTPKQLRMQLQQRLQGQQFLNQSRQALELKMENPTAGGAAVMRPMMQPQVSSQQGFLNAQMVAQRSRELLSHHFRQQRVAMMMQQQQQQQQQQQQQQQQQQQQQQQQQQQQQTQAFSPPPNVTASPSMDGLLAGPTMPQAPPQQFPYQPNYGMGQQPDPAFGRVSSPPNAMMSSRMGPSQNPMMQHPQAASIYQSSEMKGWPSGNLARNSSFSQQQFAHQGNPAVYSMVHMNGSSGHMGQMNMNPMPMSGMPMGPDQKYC
KKLEB tox: counter-screen for CF NF-kB inhibitors: cytotoxicity | KKLEB CF airway cells viability, ATPlite luminescence, overnight; hits give low values; cells stimulated with P. aeruginosa culture filtrate | activity change (cytotoxicity), % at 5 µM | 360,000 compounds, 0.36% hits;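 active = corrected activity change at or below -50% at 5 µM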
Shn3 3UTR inh: inhibitors of Schnurri-3 3'UTR reporter in osteoblasts; 360,000 compounds, 0.52% hits; inhibition, % at 12.5 µM; Clone20 osteoblast Shn3 3'UTR firefly luciferase, 24 h;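 active = mean inhibition of at least 75% with every replicate also reaching 75%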;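 note: 0% = median of neutral control wells and 100% = pilot-screen positive control compound; some compounds past the cut are filed as inactive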
NR2F2 inh: blocks human COUP-TFII nuclear receptor | HEK293T NGFI-A luciferase reporter, luminescence | inhibition, % at 8.6 µM | 370,000 compounds, 0.7% hits;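 active = inhibition above a per-plate cutoff, mean inhibition of test wells between control levels plus 3 SD, cut at about 38% in these data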;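 note: cells cotransfected with COUP-TFII expression vector driving the NGFI-A reporter; 0% = median of COUP-TF2 test wells and 100% = reporter-only cells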
C8 TRAIL sens: sensitizes caspase-8 expressing cells to TRAIL | 360,000 compounds, 1% hits | NB7+C8 cells + TRAIL, ATPlite viability luminescence | inhibition (viability loss, TRAIL sensitization), % at 10 µM;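 active = compounds causing at least 50% loss of cell viability in the single-dose screen, relative to plate controls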
NR5A2 inv ag: suppresses constitutive activity of human LRH-1; HEK293T StAR-luciferase reporter, LRH-1 transfected, 24 h; inhibition, % at 3.6 µM; 360,000 compounds, 0.13% hits; AID 602396;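 active = inhibition above the mean inhibition of all tested compounds plus 3 SD, cut at about 73% in these data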;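 note: 0% = DMSO wells and 100% = reporter-only cells lacking LRH-1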
Starred values were filed as active, the others as inactive; · = no result given. This is a subset (hit frequency here may not be typical).

Values run as follows: TWEAK-Fn14 inh	TROY signal inh	EBV LMP1 NFkB	CF NFkB inh	SRC1 inh	SRC3 inh	KKLEB tox	Shn3 3UTR inh	NR2F2 inh	C8 TRAIL sens	NR5A2 inv ag
CCCn1c(SCC(=O)c2cc(C)c(C)cc2C)n[nH]c1=O
    -16	19	-2	3	-20	16	1	19	5	-12	2
Nc1cc(Cl)ccc1N1CCCC1
    11	-10	-2	6	-3	10	-6	11	-10	3	13
O=C(C[C@H]1C(=O)N(c2ccccc2)C[C@@H]1Cc1ccccc1)Nc1ccc(Br)cc1
    -1	-15	0	-13	-4	8	-12	16	-8	8	-18
CC1CCCC(NC(=S)Nc2ccc(SC(F)F)cc2)C1C (stereo unspecified)
    17	43	5	17	1	-6	-6	14	-9	29	-8
Cc1ccc(C(C(=O)NC2CCCC2)N(Cc2cccs2)C(=O)c2csnn2)o1 (stereo unspecified)
    -24	-22	-3	1	0	-6	-26	-3	-2	4	2
O=C(O)/C=C/C(=O)NC1CCCCCCCCCCC1
    24	13	-4	14	3	10	-2	-34	8	-22	6
CC(=O)NCc1ccc(S(=O)(=O)NC(C(=O)O)C(C)C)cc1 (stereo unspecified)
    13	7	-8	7	10	0	6	-11	0	-4	2
OC(c1ccccc1)c1ncc(-c2cccc(C(F)(F)F)c2)[nH]1 (stereo unspecified)
    -5	-7	·	11	-4	-25	-6	-14	-6	-5	7
Cc1ccc(C(=O)C(OC(=O)COc2ccccc2C)c2ccccc2)cc1 (stereo unspecified)
    8	-1	-3	-10	-8	13	4	-24	-4	8	9
O=C(NC[C@@H]1CCCO1)c1cccc2c1C(=O)c1ccc(Cl)cc1S2(=O)=O
    10	-2	1	-14	-1	-19	14	-9	3	6	2
CC1CCC2C(C1)c1sc(=O)[nH]c1SC2(C)C (stereo unspecified)
    13	-6	-4	8	4	12	-5	11	10	14	0
CC1Cc2ccccc2N1C(=O)CN1C(=O)NC(C)(CCc2ccccc2)C1=O (stereo unspecified)
    12	7	-12	6	-7	7	11	19	3	-14	15
O=C(CSc1nnc(-c2ccco2)n1CC1CCCO1)c1ccc(F)cc1 (stereo unspecified)
    3	-17	0	1	-11	-33	6	-17	9	-4	10
O=C(N/N=C/c1ccc(O)cc1)c1cccc(N/N=C/c2ccc(O)cc2)c1
    21	-18	13	-27	-66	-54	8	-18	-18	7	-57
COc1ccc(S(=O)(=O)N(C(=O)c2ccco2)c2cc3sc(=O)oc3c3ccccc23)cc1
    35	23	1	71*	11	20	-31	1	4	40	16
COC(=O)[C@H]1[C@H](CCc2ccccc2)NC(=O)N(Cc2ccccc2)[C@@H]1C
    10	-4	-9	2	4	7	3	17	1	-6	3
CCOC(=O)Nc1ccc2c(COC(=O)CNS(=O)(=O)c3ccc(NC(C)=O)cc3)cc(=O)oc2c1
    -38	1	-13	-6	-25	-6	4	13	-7	9	-28
O=P(O)(c1ccc(Cl)cc1)c1ccc(Cl)cc1
    4	16	-10	2	5	12	-3	4	1	-10	-6
CCn1c(=O)n(CC)c2cc(S(=O)(=O)Nc3cc(C)cc(C)c3C#N)ccc21
    2	14	11	-4	-4	2	11	-15	10	9	9
N/C(=N\OC(=O)CN1C(=O)c2ccccc2C1=O)c1ccc(Cl)cc1
    -18	-61	-5	8	-42	-11	-2	-27	-8	-3	3
NC(=O)c1cc(C(N)=O)nc(Cl)n1
    -12	-25	-1	-10	-1	-5	-4	3	-8	-7	3
COc1ccc(-n2c(SCC(N)=O)nnc2-c2ccc(NS(=O)(=O)c3ccc(C)cc3)cc2)cc1
    -23	-1	5	-25	-8	-33	-1	-15	4	-6	-11
O=C(CCC(=O)N(CC(=O)NC1CCCCC1)c1ccc(F)cc1)Nc1nccs1
    -5	-14	4	0	6	-8	-2	-7	-5	4	-2
CC(C)Oc1ccc(CNC(=O)C2CCN(C(=O)N3CCOc4ccccc43)CC2)cc1
    -19	2	-5	34	6	21	-14	-3	5	9	6
COc1cc(C(=O)Nc2nnc(C)s2)c([N+](=O)[O-])cc1OC
    6	-2	-3	18	10	12	-4	-4	-19	1	5
COc1ccc(C)c2sc(N(CCCN(C)C)C(=O)c3ccc(S(=O)(=O)N4CCc5ccccc5C4)cc3)nc12
    -168	38	-9	75*	-28	13	-84*	92*	-18	93*	-25
CCOC(=O)C1=C(C)Nc2nc(=S)[nH]n2C1c1ccc(Cl)cc1 (stereo unspecified)
    2	1	-5	9	-5	8	-10	-13	17	-2	3
Cc1nn(-c2ccccc2)c(N2CCCC2)c1/C=C1\N=C(c2ccccc2)OC1=O
    -14	-2	3	11	6	3	-7	-16	9	3	4
O=C(CCl)NNc1nc(-c2ccccc2)c2cc(Cl)ccc2n1
    32	-32	0	3	-2	1	-5	1	-6	-21	6
CC(=O)c1c(C(C)=O)c(C)n(-c2nc(-c3ccccc3)c(C)s2)c1C
    0	3	10	0	0	-5	-7	12	-9	8	-3
O=C(NNC(=O)c1ccccc1)C(=O)N1CCCCC1
    -3	13	-1	-10	-7	7	7	2	-14	1	3
COc1cc(C(=O)NCc2nnc(SCC(=O)N3CCCC3)o2)cc(OC)c1OC
    8	-21	3	10	-3	17	3	1	3	-7	9
Cc1ccc(S(=O)(=O)N2CCCCC2)cc1NC(=O)c1ccc(Br)o1
    4	4	8	-9	5	14	4	22	3	16	6
CN1CCN(C(=O)/C=C/c2cccc(Cl)c2)CC1
    -23	-16	-7	17	-8	-44	1	-11	9	-11	1
NS(=O)(=O)c1ccc(NC(=O)c2ccc3c(c2)CCN3S(=O)(=O)c2ccccc2)cc1
    5	7	-1	9	-4	-16	6	35	19	4	-8
CCOc1ccc2oc(C(=O)OCC(=O)NC3CCCCC3)c(C)c2c1
    -17	5	0	-8	-9	-8	-3	-5	2	6	-15
COc1ccc(S(=O)(=O)N2CCN(C(=O)/C=C/c3ccco3)CC2)cc1
    20	19	3	8	4	-26	-2	-26	-12	2	-2
O=C(CSc1nnnn1C1CC1)N1CCN(c2cccc(Cl)c2)CC1
    0	21	3	4	7	-16	3	16	27	0	-8
CCC(CC)C(=O)Nc1ccc(C)cc1O
    11	-8	-5	14	-2	-7	-15	13	8	3	6
CSc1ccc(C(=O)N2CCC(n3nccc3NC(=O)C3CC3)CC2)cc1
    1	22	-2	-17	2	5	6	-10	3	4	-4
CC1CCN(S(=O)(=O)c2cnc(Cl)c(Br)c2)CC1
    0	9	6	-52	2	-15	18	4	6	-1	-4
Cc1ccc(S(=O)(=O)N(C)CC(O)Cn2c3ccccc3c3ccccc32)cc1 (stereo unspecified)
    2	13	-1	-2	-1	7	-3	-12	6	-7	23
CCN(CC)CCNC(=O)Cn1nc(Cc2ccncc2)c2ccccc2c1=O
    5	-14	7	-4	2	9	8	-6	-4	21	6
Cc1csc2nc(SCC(=O)N3CCN(c4ccccc4)CC3)[nH]c(=O)c12
    -1	5	-6	-34	-5	8	-6	3	-17	-9	18
CC(O)(CS(=O)(=O)c1ccc(Br)cc1)c1ccccc1 (stereo unspecified)
    -5	1	5	14	-3	-7	14	13	-2	1	11
CCNC(=S)NNc1ccccc1
    -14	-13	6	21	-23	2	-10	10	10	-7	6
CCCCn1c(N)c(N(CCOC)C(=O)c2ccc(-n3c(C)ccc3C)cc2)c(=O)[nH]c1=O
    1	-9	-13	-2	-6	-3	4	-5	2	-21	-9
COc1ccc(N2CCN(c3nc(NC(C)(C)C)nc(N4CCCCC4)n3)CC2)cc1
    16	5	-4	13	-8	-6	-2	11	15	-13	-12
C[C@H](CO)N1C[C@H](C)[C@@H](CN(C)Cc2ccc(C(=O)O)cc2)Oc2c(NC(=O)C3CC3)cccc2C1=O
    -12	-7	0	-8	-4	2	14	4	10	-15	11
O=[N+]([O-])c1ccc2c(c1)S(=O)c1ccccc1-2 (stereo unspecified)
    10	-47	-11	-32	5	4	-2	5	13	-7	-5
COCCCn1cnc2c(c1=O)c1nc3ccccc3nc1n2-c1ccccc1
    19	16	-9	6	-17	-7	-4	3	-10	-12	-3
COc1ccc(C(=O)Nc2ccc3nc(N4CCN(C)CC4)cc(C)c3c2)c(OC)c1
    -42	-29	-3	-14	-7	-7	-9	1	0	5	2
CCCS(=O)(=O)N1CCCC(C(=O)NCCN(Cc2ccccc2)C(C)C)C1 (stereo unspecified)
    10	30	2	-7	-10	-6	-1	-6	-6	-11	11
COC(=O)c1c(Cc2ccccc2Cl)c[nH]c1C
    7	16	-39	4	-5	17	-6	5	-2	-2	-9
COc1cc(C(C)=O)ccc1Oc1ccc(S(=O)(=O)N2CCOCC2)cn1
    -35	-3	9	-6	1	6	-3	-2	13	4	-7
O=C(O)c1cccc2c1Cc1cc(Cl)ccc1-2
    -16	-40	-13	-20	-9	-8	8	5	0	-6	-5
Cc1nn(C(C)C(=O)N/N=C/c2ccc(N(C)C)cc2)c(C)c1[N+](=O)[O-] (stereo unspecified)
    -3	-9	-2	8	-5	20	-10	2	-10	-6	13
CCN1CCN(C(=O)Cn2ncc3ccsc3c2=O)CC1
    -9	-5	-7	9	-3	-1	6	-5	-3	-4	-2
Cn1cccc1Cc1nnc(SCC(=O)Nc2nccs2)n1C
    5	13	5	-10	18	21	-2	0	11	0	-5
O=C(COc1ccccc1Cl)NC1CC1
    -5	-25	0	-7	-14	7	14	2	-16	-2	-1

The results go on:
Values run as follows: TWEAK-Fn14 inh	TROY signal inh	EBV LMP1 NFkB	CF NFkB inh	SRC1 inh	SRC3 inh	KKLEB tox	Shn3 3UTR inh	NR2F2 inh	C8 TRAIL sens	NR5A2 inv ag
Cc1csc(=O)n1CC(=O)OCC(=O)NCc1ccc(Cl)cc1Cl
    18	1	2	13	-26	8	-8	1	17	-10	-29
CN(C)CCOc1ncnc2c1oc1ccccc12
    -12	-13	-12	-18	-19	2	-4	-18	-8	-6	-16
COc1cccc(NC(=O)CN2CCC(NC(=O)c3ccccc3C)CC2)c1
    -1	10	-2	-22	5	13	14	4	0	-14	-22
CC1(C)CC(=O)C(CC2CCCCC2=O)C(=O)C1 (stereo unspecified)
    14	-21	-3	-10	2	16	-8	0	-7	2	10
CCOC(=O)/C(C#N)=C/c1ccc(OCC(=O)Nc2cc(C)ccc2C)c(OC)c1
    10	2	-2	-1	3	9	0	-6	6	-2	-7
Cc1sc(NC(=O)C2CCCO2)c(C#N)c1C (stereo unspecified)
    6	5	-5	2	-35	-22	-15	-15	·	8	-2
N=c1c2c(n(Cc3ccccc3)c3c1CCC3)CCC2
    36	2	14	8	23	40	1	69	41*	18	52
Cc1cccc(C(=O)N[C@H](C(=O)NCCc2ccc(Cl)cc2)C(C)C)c1
    2	1	-2	3	-12	11	-22	22	-10	10	-3
CCOC(=O)N1CCN(CC(=O)c2ccc(O)cc2O)CC1
    -16	-40	-2	-5	-3	-7	2	-4	-13	5	11
O=C(NNC(=S)NCc1ccc(Cl)cc1)c1cccnc1
    -15	3	1	6	-32	-13	-17	-1	-6	-12	0
